Screening data: PubChem BioAssay, National Center for Advancing Translational Sciences (NCATS)
A350 fluor – compounds fluorescent in Alexa 350 spectral region; 59,000 compounds, 11% hits; max dye-equivalent concentration, M; Compound autofluorescence, 340/450 nm, Alexa 350 dye-equivalents; active compounds read high; in the data active = max dye-equivalent concentration above about 10 nM; inconclusive = mostly about 1.1 nM to 9.6 nM
BRCT PPI green – inhibitors of human BRCA1 BRCT-phosphoprotein interaction (green fluorophore); P38398; BRCA1 BRCT-phosphopeptide binding, green fluorescence polarization; Potency, µM (titrated, usually from 76.9 µM), for the others: at the highest dose activity change, negative = inhibition, actives largely listed as inhibitors; 75,000 compounds, 0.05% hits; AID 875;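 also: potency is read from the fitted curve at half-maximal effect; plate controls were peptide without protein for full effect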
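Compounds were incubated for 12 min at room temperature with a complex of 100 nM fluorescein-tagged pBACH1 decapeptide and 250 nM His-tagged BRCT protein. Buffer was phosphate pH 7.3 with EDTA, DTT and Tween 20. Disruption of binding lowers the polarization signal.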
Caspase-7 inhib – caspase-7 (human) inhibition, allosteric or competitive; recombinant caspase-7, Ac-DEVD-AFC fluorescence rate; Potency, µM (doses to about 57.5 µM), without a hit: at the highest dose activity change, negative = inhibition, most hits filed as inhibitors; P55210; AID 889; 75,000 compounds, 0.02% hits; active = well fitted inhibition curve with a large enough effect in the main read-out, with a control signal flat, not every such curve was filed as active; inconclusive = small, poorly fitted or top-dose-only effect, or a change in a side signal; also: potency is read from the fitted curve at half-maximal effect; % of control where 0% means no effect
CRE-bla Fsk – CRE-bla signaling modulation under forskolin stimulation. AID 662. 71,000 compounds, 2.5% hits. CHO CRE-bla reporter (cAMP response element driving beta-lactamase), forskolin EC10, beta-lactamase ratio. Potency, µM (highest dose often 38.2 µM), without a hit: at the top dose activity change, negative = inhibition, actives largely listed as activators; active = well fitted activation curve with a large enough effect in the signal ratio, with a control signal flat, not every such curve was filed as active; inconclusive = small, poorly fitted or top-dose-only effect, or effect the other way, or a change in a side signal; the % refers to the signal ratio; also: potency is read from the fitted curve at half-maximal effect; % of control where 0% means no effect
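Modulation of forskolin signalling: compounds in titration series added with EC10 NKH 477 to CHO cells carrying a CRE-driven beta-lactamase reporter, 3 h, 37C. CCF4 FRET ratio (460/530 nm, ex 405 nm) gives %activity and AC50.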
HEK293 cAMP cs – raises cAMP in parental HEK293 cells, TSHR agonist counter-screen; parental HEK293 CNG cAMP sensor, membrane potential fluorescence; Potency, µM (top dose mostly 57.1 µM), for the others: at the top dose activation, most hits filed as activators; 73,000 compounds, 2.5% hits; AID 938; also: potency is read from the fitted curve at half-maximal effect; % of control where 0% means no effect; nearly all actives have a fitted effect of over 55% in size
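Parental HEK 293 cells stably expressing a cAMP-gated CNG channel were loaded with membrane potential dye containing 100 uM RO 20-1724 for 60 min. Compound added for 30 min; depolarization read as fluorescence intensity at 590 nm.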
BRCT inh red – inhibitors of human BRCA1 BRCT-phosphoprotein interaction (red fluorophore); P38398; BRCT-phosphopeptide binding, red fluorescence polarization; Potency, µM (highest dose often 76.9 µM), inactives show at the top dose activity change, negative = inhibition, most hits filed as inhibitors; 75,000 compounds, 0.03% hits; also: % is scaled to controls: 0 for no effect and ±100 for the full control effect
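Fluorescence polarization: 100 nM His-tagged BRCA1 BRCT with 100 nM TAMRA-labelled phospho-BACH1 decapeptide, phosphate buffer pH 7.3 with 150 mM NaCl, DTT, 0.01% Tween 20; 12 min RT. Binding inhibition seen as FP decrease.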
USP2a inh – inhibitors of human ubiquitin-specific protease USP2a; O75604; USP2a enzymatic assay, qHTS inhibition; Potency, µM (highest dose often 38.3 µM), for the others: top-dose activity change, negative = inhibition, actives largely listed as inhibitors; 60,000 compounds, 0.1% hits; AID 927;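 also: potency is read from the fitted curve at half-maximal effect; nearly all actives have a fitted effect of over 60% in size; plate controls were DMSO for no effect and NEM full inhibition control for full effect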
Target sequence (O75604 whole entry, looked up): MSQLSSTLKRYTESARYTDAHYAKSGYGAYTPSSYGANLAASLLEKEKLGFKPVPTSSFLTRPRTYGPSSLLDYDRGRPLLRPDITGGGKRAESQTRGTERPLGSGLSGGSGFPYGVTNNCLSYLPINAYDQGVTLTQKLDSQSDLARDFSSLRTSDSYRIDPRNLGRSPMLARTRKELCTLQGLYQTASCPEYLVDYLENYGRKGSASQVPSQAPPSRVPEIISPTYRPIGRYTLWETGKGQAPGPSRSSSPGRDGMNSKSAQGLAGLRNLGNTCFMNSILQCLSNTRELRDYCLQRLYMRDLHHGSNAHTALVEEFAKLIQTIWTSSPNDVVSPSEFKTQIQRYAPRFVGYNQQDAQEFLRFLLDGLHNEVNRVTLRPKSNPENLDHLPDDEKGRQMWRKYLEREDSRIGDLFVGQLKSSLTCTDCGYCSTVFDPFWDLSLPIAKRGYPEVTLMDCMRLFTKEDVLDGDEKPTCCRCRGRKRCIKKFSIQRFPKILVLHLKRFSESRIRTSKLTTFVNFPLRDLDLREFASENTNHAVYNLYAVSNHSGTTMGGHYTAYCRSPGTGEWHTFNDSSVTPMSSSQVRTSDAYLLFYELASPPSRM
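Coupled readout: USP2-cleaved Ub-PLA2 (20nM final) turns over NBD C6-HPC (20uM final), Ex 460nm/Em 535nm after 2.5 h, time-zero read flagging artifacts. Enzyme (20nM final, pH 8.0 Tris) given 30 min RT with compound first; NEM defines full inhibition.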
Tau fil binding – tau filament binding. P10636. recombinant tau filaments, thioflavin S fluorescence, 15 h; filaments grown with octadecylsulfate alongside compound. Potency, µM (series often up to 57.1 µM), inactives show at the highest dose activity change, negative = inhibition. 71,000 compounds, 2% hits. AID 596;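 also: potency is read from the fitted curve at half-maximal effect; % is scaled to controls: 0 for no effect and ±100 for the full control effect; actives lower thioflavin S fluorescence by blocking filaments or displacing dye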
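Read-out: ThS fluorescence, 450 nm excitation/510 nm emission; lower signal marks blocked filament formation or displaced dye. Tau at 1 uM with 30 uM ODS, 10 uM ThS, 5 mM DTT, 100 mM NaCl, 10 mM HEPES pH 7.4; 15 h, 37 C.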
ERK AVP inh – blocks ERK signaling stimulated by vasopressin; HEK293-V1b, vasopressin-stimulated pERK AlphaScreen; Potency, µM (titrated, usually from 57.5 µM), without a hit: at the top dose activity, negative = inhibition, actives largely listed as inhibitors; 72,000 compounds, 0.99% hits; also: potency is read from the fitted curve at half-maximal effect; % is scaled to controls: 0 for no effect and ±100 for the full control effect; nearly all actives have a fitted effect of over 55% in size
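Phosphorylated ERK1/2 detected via AlphaScreen bead proximity in lysates of V1b-expressing HEK293 cells given 25 nM vasopressin for 5 min after 30 min compound exposure (37 °C). AC50 from Hill equation; basal DMSO 0%, vasopressin 100%.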
Luciferase inh – inhibitors of firefly luciferase | P08659 | 72,000 compounds, 2.2% hits | purified firefly luciferase, luminescence, 8 min | Potency, µM (highest dose often 57.1 µM), for the others: top-dose activity change, negative = inhibition, actives largely listed as inhibitors | AID 411; also: potency is read from the fitted curve at half-maximal effect; % is scaled to controls: 0 for no effect and ±100 for the full control effect; nearly all actives have a fitted effect of over 40% in size
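qHTS concentration-response profiling: light output of P. pyralis luciferase with luciferin and 10 uM ATP, imidazole buffer pH 7.2. Read by luminescence after 8-min room-temperature incubation.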
Caspase-1 inhib – blocks human caspase-1 allosterically or competitively | Caspase-1 enzyme, Ac-WEHD-AFC fluorogenic rate | Potency, µM (titrated, usually from 57.5 µM), inactives show top-dose activity change, negative = inhibition, most hits filed as inhibitors | 75,000 compounds, 0.03% hits;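 also: potency is read from the fitted curve at half-maximal effect; plate controls were vehicle for no effect and no substrate for full effect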
Target sequence (P29466 120-297 limits assumed): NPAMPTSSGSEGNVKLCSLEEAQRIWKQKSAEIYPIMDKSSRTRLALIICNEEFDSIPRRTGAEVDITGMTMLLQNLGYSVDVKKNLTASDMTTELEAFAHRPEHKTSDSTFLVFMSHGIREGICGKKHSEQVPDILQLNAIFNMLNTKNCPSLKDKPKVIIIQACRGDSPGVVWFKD
Target sequence (P29466 317-404 limits assumed): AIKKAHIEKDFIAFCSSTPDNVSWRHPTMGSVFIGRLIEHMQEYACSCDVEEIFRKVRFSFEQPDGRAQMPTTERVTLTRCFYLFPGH
Starred values were filed as active, the others as inactive; i = inactive; ? = inconclusive; · = no result given; [ ] = dose if it differs, or a comment. Unless noted, calls follow the shape of the dose curve; as a rule, active = well fitted curve in the direction sought with a large enough effect; inconclusive = small, poorly fitted or top-dose-only effect, or another doubt; inactive = no such curve, though single readings can be large; an effect the other way counts as inactive or inconclusive.

SMILES | A350 fluor | BRCT PPI green | Caspase-7 inhib | CRE-bla Fsk | HEK293 cAMP cs | BRCT inh red | USP2a inh | Tau fil binding | ERK AVP inh | Luciferase inh | Caspase-1 inhib
O=C(CSCc1ccco1)c1ccc(Cl)s1 | i | -0.6% | -3%[0.00368 µM] | -4% | 0% | 0.0% | 10% | ? | 22% | -26% | -3%
O=C(COC(=O)C1CC1)c1c[nH]c2ccccc12 | i | 0.5% | -1% | ? | 3% | -0.2% | 22% | -8% | -3% | -2% | -1%
O=C(NCc1cccs1)N[C@@H](Cc1ccccc1)C(=O)O | ? | -3.0% | 0% | 11% | 4% | 1.4% | -7% | -9% | -2% | 1% | -1%
Cc1cc(C)n2c(SCc3c(C)noc3C)nnc2n1 | i | 0.9% | 0% | 20% | 2% | -0.7% | -3% | -5% | -21% | 2% | 0%
O=C(CCN1CCCCC1)NCNC(=O)CCN1CCCCC1 | i | -1.5% | 1% | -3% | 5% | 0.2% | -4% | 5% | 2% | 0% | 0%
O=C(c1cc(-c2cccs2)on1)N1CCCc2ccccc21 | · | -2.0% | -2% | -16% | ? | 0.4% | · | 10% | 4% | -15% | 0%
CC(=O)Nc1ccccc1OCc1nnc(-c2cccs2)o1 | i | 1.5% | 1% | -13% | 17% | 0.4% | 3% | -5% | -12% | 0% | -2%
Cc1onc(-c2ccccc2)c1C(=O)Nc1sc2c(c1C#N)CCC2 | · | 4.6% | -15% | · | -1% | 1.5% | · | · | · | · | -8%
CC(C)=CCCC(C)NC(=O)NC1CCCCC1 (stereo unspecified) | i | 0.9% | 0% | -6% | 21% | 0.4% | 3% | -1% | 0% | -1% | 1%
O=C(c1cccc(F)c1)N1CCC2(CCN(Cc3ccccc3)CC2)CC1 | i | -2.6% | 2% | -7% | 12% | 0.5% | 19% | -2% | ? | 0%[11.4 µM] | -4%
COC(=O)CC1[C@@]2(C)C[C@@]34OC5(C)OC6(CC[C@@]7(C)C(c8ccoc8)OC(=O)C(C(C)=O)C7[C@]6(O5)C(O)[C@@]3(O)C2O)[C@]14C (stereo partly specified) | · | 0.9% | -3% | · | · | -0.9% | 16% | · | 12% | · | -1%
O=c1[nH]c(CS(=O)(=O)c2ccccc2)nc2ccccc12 | ? | -0.1% | 0% | -6% | -3% | 0.3% | 2% | -17% | -11% | 2% | -1%
CCOC(=O)c1ccc(Nc2nnc(C(C)(C)C)c(=O)[nH]2)cc1 | i | 1.3% | -3% | ? | 27% | 1.4% | 28% | 12% | 37% | -6% | -2%
O=C1c2ccccc2C(=O)N1CCC(=O)N1CCCc2ccccc21 | i | -2.2% | -1% | 19% | 2% | -0.4% | 2% | -8% | ? | -2% | 2%
Cc1noc(C)c1COC(=O)COc1cccc2c1OC(C)(C)C2 | ? | -1.4% | 0% | ? | 12% | 1.5% | 5% | -11% | 0% | -38% | 1%
O=C(Nc1cc(C(F)(F)F)ccc1N1CCOCC1)C1Cc2ccccc2CN1C(=O)c1ccco1 (stereo unspecified) | i | 4.5% | -20% | ? | 1.3µM* | -0.2% | 35%[activator] | -5% | -9% | -4% | -7%
Cc1ccc(NC(=O)CSCc2c(C)noc2C)cc1C | i | -1.3% | 0% | 1% | 7% | 0.0% | 7% | 8% | 12% | -5% | 2%
CCOC(=O)CC(=O)CSc1nc2nc(C)cc(C)n2n1 | i | -2.2% | 1% | 7% | 1% | -0.8% | -6% | 1% | -12% | 2% | 0%
O=C(OCCN1C(=O)c2ccccc2C1=O)c1cccs1 | · | 0.1% | -3% | · | 17% | 1.1% | · | · | · | · | 0%
CCSc1nnc(Cn2c(=O)sc3ccccc32)n1-c1ccccc1C | · | -1.1% | 1% | -7% | 3% | 0.1% | · | -6% | -8% | -3% | -2%
CC(CC(=O)Nc1ccncc1)c1ccccc1 (stereo unspecified) | i | 0.0% | -1% | 3% | 3% | -0.5% | 7% | 4% | -15% | -1% | -1%
COc1ccc(CCNC(=O)CCN2C(=O)C3CC=CCC3C2=O)cc1OC (stereo unspecified) | i | -0.5% | -1% | ? | 10% | 0.3% | -8% | 3% | -20% | 4% | -2%
CCCNc1nc2c(c(=O)n(C)c(=O)n2C)n1Cc1cccc(C)c1 | ? | -3.4% | -1% | ? | ? | 0.0% | -14% | -5% | -5% | -1% | -1%
O=C(CC1OC(=O)c2ccccc21)Nc1ccccc1N1CCOCC1 (stereo unspecified) | i | -1.5% | 0% | ? | 11% | 0.0% | 2% | -12% | 10% | 0% | 1%
O[C@@H](c1cc(-c2ccc(Cl)cc2)nc2ccccc12)[C@@H]1CCCCN1 | i | 0.6%[15.4 µM] | -2%[11.5 µM] | -22%[7.6 µM] | -13%[11.4 µM] | 1.8%[15.4 µM] | · | 7%[11.4 µM] | -3%[11.5 µM] | 2%[11.4 µM] | 1%[11.5 µM]
Cc1ccccc1CN1C(=O)CSc2ccc(C(=O)N3CCOCC3)cc21 | i | 0.2% | 0% | 13% | 4% | 0.8% | 7% | -4% | 18% | 0% | 0%
Cc1noc(C)c1-c1nc(NC2CCNCC2)c2ccccc2n1 | i | -2.2% | -9% | ? | -12% | -1.6% | 6% | 3% | -12% | -1%[2.29 µM] | -4%
Cc1c(S(=O)(=O)N2CCN(c3cccc(C(F)(F)F)c3)CC2)c(=O)n(C)c(=O)n1C | · | -3.2% | -2% | -5% | 7% | -0.3% | · | -24% | · | -2% | -9%
CC(C)N(Cc1nc(-c2ccccc2)no1)C(=O)C(C)(C)C | i | -3.5% | -2% | -8% | 12% | -0.6% | -8% | 2% | -2% | -2% | 1%
C/C(=C1/SC(N2CCOCC2)=NC1=O)c1ccc(Br)cc1 | · | -1.7% | 2% | 7% | 8% | -1.5% | 6% | 2% | 4% | 0% | 0%
CCCOc1ccc2c3c(c(=O)oc2c1)CCCC3 | ? | 2.0% | -1% | 23% | ? | -1.7% | -23% | 83% | ? | -5% | -2%
O=C(NCc1ccc(Cl)cc1)c1cc(-c2cccs2)on1 | i | -2.4% | 1% | -4% | 8% | -5.4% | -25% | 11% | -9% | 2% | 0%
C=CCOc1c(Cl)cc(/C=N/O)cc1OC | · | -0.5% | -1% | ? | 9%[11.4 µM] | 0.0% | 1%[7.66 µM] | 6%[11.4 µM] | -30% | 4% | -1%
Cc1cc(C)nc(N2CCCC(C(=O)Nc3cc(F)ccc3C)C2)n1 (stereo unspecified) | i | -1.0% | -3% | ? | 16% | 0.9% | 4% | 222% | -7% | 1% | 1%
CN(C)CCNC(=O)C(C(=O)c1ccccc1)n1ccccc1=O (stereo unspecified) | i | -2.1% | 0% | 5% | -10% | -0.6% | -2% | 4% | -9% | 1% | -1%
CCC(=O)N1CCCc2cc(S(=O)(=O)NCc3cccs3)ccc21 | i | -0.9% | 1% | 23% | 5% | -0.4% | 12% | -7% | 1% | 0% | -1%
Cc1ccc(-c2nc3ccccc3c(=O)n2CCCN2CCOCC2)cc1 | ? | 0.2% | -1% | -2% | 9% | -1.6% | 3% | 5% | -8% | 1% | 3%
c1ccc(C(CCN2CC3CCC(CC3)C2)c2ccccc2)cc1 | i | -1.7%[15.4 µM] | -3%[11.5 µM] | -1%[7.6 µM] | 21%[11.4 µM] | 1.9%[15.4 µM] | · | -6%[11.4 µM] | 14%[11.5 µM] | 2%[11.4 µM] | -4%[11.5 µM]
COc1ccc(Cc2nnc(NC(=O)Cc3cccs3)s2)cc1 | i | -4.2% | -11% | 0% | -1% | -5.3% | 11% | 25µM* | 10% | 0% | -6%
CC(C)N(Cc1ccccc1)S(=O)(=O)c1n[nH]c(C(C)(C)C)n1 | ? | -0.8%[15.4 µM] | 2%[11.5 µM] | -13%[7.6 µM] | 9%[11.4 µM] | 0.0%[15.4 µM] | · | 4%[11.4 µM] | -2%[11.5 µM] | 4%[11.4 µM] | -5%[11.5 µM]
NC(=O)c1ccccc1O | · | -3.3%[3.08 µM] | 1% | -6% | ? | 1.7% | 2% | 2% | -9% | · | -4%
Fc1cccc(CN2CCN(c3ncccn3)CC2)c1 | · | -3.4% | 1% | ? | 8%[11.4 µM] | 1.0% | 2%[7.66 µM] | 2%[11.4 µM] | -3% | 0% | 0%
CC(Sc1ccc(Br)cc1)C(N)=O (stereo unspecified) | i | 0.1% | 0% | -4% | 5% | 0.0% | -8% | 5% | -17% | 0% | 0%
Cc1cc2n(n1)C(c1ccc3c(c1)OCO3)Nc1c(C)cccc1-2 (stereo unspecified) | 1.6e-08M* | -0.7% | -3% | 7% | -25% | 1.7% | 7% | 8% | ? | -2% | -5%
COc1ccc(-n2c(Cc3cc(=O)[nH]c(=O)[nH]3)nnc2SCC(=O)Nc2ccccc2)cc1 | · | -2.2% | -2% | -5% | 20% | -0.4% | · | -8% | 14% | 3% | 2%
